SENP8 block-1: SENP8 protease inhibitors, primary screen, biochemical, luminescence. purified SENP8, Z-RLRGG-aminoluciferin cleavage. inhibition, % at 10 µM. 330,000 tested, 1.2% active. AID 2540, 2010; in the data active = inhibition above about 50%
Target sequence (Q96LD8 whole entry, looked up): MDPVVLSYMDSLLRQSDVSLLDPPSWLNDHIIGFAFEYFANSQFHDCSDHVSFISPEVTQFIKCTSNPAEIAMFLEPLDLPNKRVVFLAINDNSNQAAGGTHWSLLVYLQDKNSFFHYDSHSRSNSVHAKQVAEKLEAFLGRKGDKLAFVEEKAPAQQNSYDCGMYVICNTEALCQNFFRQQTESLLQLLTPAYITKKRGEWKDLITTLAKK
SENP8 block-2: human SENP8 protease inhibitors, primary screen, biochemical, fluorescence, Nedd8 protein substrate, uHTS; Sentrin-specific protease 8 (Homo sapiens), Q96LD8; recombinant SENP8; inhibition, % at 20 µM; AID 602440, 2012; 360,000 tested, 0.64% active; in the data active = inhibition mostly above about 40%, no sharp cut-off; inactive = mostly below about 27%
HKDC1 inhibitor: HKDC1 hexokinase inhibitors, primary screen, biochemical, fluorescence, uHTS; recombinant HKDC1, G6PDH/diaphorase resazurin coupled fluorescence; AID 493160, 2011; 340,000 tested, 0.16% active; inhibition, % at 20 µM;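 active = inhibition above about 35% when tested at 20 µM, limit read from the data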;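 also: plate controls were DMSO wells with enzyme for no effect and DMSO wells lacking enzyme for full effect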
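Test system: recombinant HKDC1 (HK5) hexokinase enzyme, produced in-house / Doses: 20 µM test compound, 1% DMSO / Timing: 90 min, room temperature / Detection: G6PDH/diaphorase-coupled fluorescence, 1 mM NADP, 100 µM resazurin, 525/613 nm / Control set: DMSO wells with and without enzyme mix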
PfGluPho inh: PfG6PD enzyme inhibitors, primary screen, biochemical, fluorescence intensity, uHTS; glucose-6-phosphate dehydrogenase-6-phosphogluconolactonase (Plasmodium falciparum 3D7); PfGluPho enzyme, NADPH resazurin-diaphorase fluorescence; inhibition, % at 20 µM; 350,000 tested, 0.78% active;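 active = inhibition reaching at least a set limit at 20 µM in the primary screen, cut at about 59% in these data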;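 also: 0% = DMSO wells with substrate and 100% = DMSO wells lacking glucose-6-phosphate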
SENP7 inh: SENP7 protease inhibitors, primary screen, biochemical, luminescence, uHTS | Sentrin-specific protease 7 (Homo sapiens), Q9BQF6 | recombinant SENP7, Z-RLRGG-aminoluciferin luminescence, 40 min | inhibition, % at 5 µM | 330,000 tested, 1.5% active | AID 434973, 2010;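 active = inhibition above about 50% at the single test dose, limit read from the data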;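 also: plate controls were DMSO with enzyme for no effect and no enzyme buffer wells for full effect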
Target sequence (Q9BQF6 706-1050 limits assumed): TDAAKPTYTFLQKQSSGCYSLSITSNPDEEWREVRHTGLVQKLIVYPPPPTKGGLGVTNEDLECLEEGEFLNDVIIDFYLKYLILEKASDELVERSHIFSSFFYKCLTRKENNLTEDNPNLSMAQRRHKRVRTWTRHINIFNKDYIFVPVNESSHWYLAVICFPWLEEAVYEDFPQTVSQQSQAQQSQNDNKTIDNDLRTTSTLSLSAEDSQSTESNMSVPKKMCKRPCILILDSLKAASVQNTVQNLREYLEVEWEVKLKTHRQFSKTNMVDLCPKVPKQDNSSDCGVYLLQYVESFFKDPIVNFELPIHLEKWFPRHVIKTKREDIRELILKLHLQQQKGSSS
Apaf-1 inh: inhibitors of human Apaf-1 apoptosome, primary screen, biochemical, DEVD-Rh110 fluorescence, uHTS | Apoptotic protease-activating factor 1 (Homo sapiens), O14727 | reconstituted apoptosome caspase-3 activity | inhibition, % at 20 µM | 330,000 tested, 0.71% active | AID 489030, 2010; active = inhibition of at least 40% at 20 µM;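 also: plate controls were DMSO wells for no effect and DEVD-CHO caspase inhibitor wells for full effect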
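Material: reconstituted apoptosome with Apaf-1, cytochrome c, caspase-9, procaspase-3, dATP; medium: pH 7.5 Hepes buffer with CHAPS, BSA, DTT; also added: cytochrome c and DEVD-Rh110 substrate; timing: 30 min plus 50 min, RT; signal: Rh110 fluorescence intensity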
SENP6 block: SENP6 protease inhibitors, primary screen, biochemical, luminescence, uHTS; 330,000 tested, 1.8% active; AID 2599, 2010; Recombinant SENP6 catalytic domain, aminoluciferin luminescence; inhibition, % at 10 µM; Sentrin-specific protease 6 (Homo sapiens), Q9GZR1;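 active = inhibition above about 50% at the single tested dose, limit read from the data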;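 also: plate controls were DMSO wells with enzyme for no effect and DMSO wells lacking enzyme for full effect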
Target sequence (Q9GZR1 628-1112 limits assumed): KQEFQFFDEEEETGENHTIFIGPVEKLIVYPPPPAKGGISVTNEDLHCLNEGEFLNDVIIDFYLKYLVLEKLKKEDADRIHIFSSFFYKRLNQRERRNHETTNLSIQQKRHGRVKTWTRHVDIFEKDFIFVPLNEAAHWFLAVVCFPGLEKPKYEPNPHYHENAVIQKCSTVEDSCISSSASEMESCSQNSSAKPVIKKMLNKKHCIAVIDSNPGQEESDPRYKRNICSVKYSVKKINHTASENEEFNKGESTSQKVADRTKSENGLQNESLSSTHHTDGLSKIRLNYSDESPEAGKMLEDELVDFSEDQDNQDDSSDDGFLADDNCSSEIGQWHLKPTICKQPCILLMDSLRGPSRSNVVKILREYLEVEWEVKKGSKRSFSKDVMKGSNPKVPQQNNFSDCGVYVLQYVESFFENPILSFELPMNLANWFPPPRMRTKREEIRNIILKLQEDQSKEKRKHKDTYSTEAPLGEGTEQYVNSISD
SENP1 inh: human SENP1 catalytic domain inhibitors, primary screen, biochemical, FRET, uHTS | recombinant SENP1 catalytic domain, CyPet-SUMO1-YPet FRET cleavage | inhibition, % at 10 µM | 360,000 tested, 0.21% active;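 active = inhibition at least 30% at 10 µM, raw YFP signal under a set limit, fluorescence ratio 0.5 to 1.5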;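 also: 0% = enzyme with DMSO and 100% = no enzyme wells; some results filed as inactive read as strong as hits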
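Controls: no-enzyme wells low, DMSO-plus-enzyme wells high control. Test system: human recombinant His6-tagged SENP1 catalytic domain enzyme. Reagent: SFCypet-SUMO1-SFYpet FRET protein substrate, 25 nM final. Doses: one dose per compound, 10 µM, 0.5% DMSO. Detection: FRET, CFP and YFP emission. Timing: 50 min reaction at room temperature.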
* marks the source's active call; other numbers are inactive results; · = no result given.

SMILES	SENP8 block-1	SENP8 block-2	HKDC1 inhibitor	PfGluPho inh	SENP7 inh	Apaf-1 inh	SENP6 block	SENP1 inh
C=CCOc1c(Br)cc(C2C3=C(CCCC3=O)N(C)C3=C2C(=O)CCC3)cc1OCC	-3	-402	0	42	2	-3	-8	-28
COc1cccc(OC)c1NC(=O)Cc1nn(C)c(=O)c2ccccc12	-5	9	-2	-7	-3	2	-12	1
CCn1c(COc2ccc(C)cc2)nnc1SCC(=O)Nc1cc(OC)ccc1OC	-2	11	7	-1	3	30	-8	4
CCCCOc1ccc(CN(CCO)CCO)cc1[N+](=O)[O-]	3	8	-10	-11	1	-12	-5	1
O=C(Nc1nnc(-c2ccc(Cl)cc2)o1)c1ccc(N2C(=O)CCC2=O)cc1	-6	-56	-8	-18	-5	6	-13	2
C[C@H](O)[C@@H]1C(=O)N2CCc3ccc(-c4cccc(F)c4)cc3[C@@H]2C[C@@H]1N(C)C(=O)C(C)(C)C	·	-39	-2	6	·	·	·	-4
COc1ccc(C(=O)NNC(=O)c2ccc(S(=O)(=O)N3CCCCC3)cc2)cc1	-6	-8	-1	-22	-2	4	-4	1
CCNc1nc(NCC)n2c(SC(C)C(=O)c3ccc(C)cc3)nnc2n1 (stereo unspecified)	-4	10	-3	-2	12	1	1	0
O=CN1CCN(c2ncnc3c2nnn3Cc2c(F)cccc2Cl)CC1	-2	8	-17	10	0	-1	-5	0
Cc1cc(C)c(NC(=O)CNC(=O)COC(=O)/C=C/c2cccs2)c(C)c1	-4	4	1	-2	5	4	-5	-1
O=C(O)c1ccccc1-c1ccccc1C(=O)Nc1nc2ccccc2s1	-2	4	-1	-39	-6	12	-13	1
O=C(CCn1cnc2ncccc2c1=O)N1CCN(c2cccc(Cl)c2)CC1	5	9	-4	3	2	-11	3	0
C/C(N)=C(/C#N)C(=O)COC(=O)c1cccc(C)c1O	3	-4	-6	13	7	-11	3	-1
COCc1c(C(=O)OCC(=O)NCc2ccco2)oc2ccccc12	-6	6	-3	-3	12	0	-17	3
CC(=O)Nc1ccc(S(=O)(=O)NCCC(=O)OCc2ccc([N+](=O)[O-])cc2)cc1	10	8	-2	0	-1	7	-2	1
CCCCOC(=O)Cn1c(=O)n(CC(=O)OCCCC)c2cc(C)ccc21	-3	17	8	-13	12	13	-10	1
COc1ccc(CC(=O)NC(C)c2nnc(SCC(=O)c3ccc(Br)cc3)n2C)cc1 (stereo unspecified)	-2	4	-6	9	9	-11	-1	-1
Cc1ccc(C)c(N2CCN(Cc3nnnn3C3CCCCC3)CC2)c1	1	36	-3	-3	0	21	-10	3
COc1ccc(C(=O)NCC(=O)N/N=C/c2cn(C)c3ccccc23)cc1OC	6	5	-2	5	-4	9	-5	2
C=CCNC(=O)c1ccc(OC)cc1OC	5	9	-3	1	10	0	11	2
Cc1cc(N2CCN(c3cccc(C(F)(F)F)c3)CC2)n2ncnc2n1	-8	30	0	-3	-3	-2	-5	2
Cc1ccc(C(=O)CSc2nc3ccccc3o2)cc1	-5	12	-6	15	2	-4	-5	4
O=C(O)CC(NC(=O)C12CC3CC(CC(C3)C1)C2)c1ccc2c(c1)OCO2 (stereo unspecified)	-5	10	-2	-13	2	-3	-1	0
COc1ccc(CCNC(=O)c2cccc([N+](=O)[O-])c2)cc1OC	4	16	-1	-18	7	-4	1	-1

One compound at a time (already shown). Values in the order: SENP8 block-1	SENP8 block-2	HKDC1 inhibitor	PfGluPho inh	SENP7 inh	Apaf-1 inh	SENP6 block	SENP1 inh
`C/C(N)=C(/C#N)C(=O)COC(=O)c1cccc(C)c1O` is listed with 3	-4	-6	13	7	-11	3	-1
`COc1ccc(CCNC(=O)c2cccc([N+](=O)[O-])c2)cc1OC` is listed with 4	16	-1	-18	7	-4	1	-1
`COc1ccc(C(=O)NCC(=O)N/N=C/c2cn(C)c3ccccc23)cc1OC` is listed with 6	5	-2	5	-4	9	-5	2
`COCc1c(C(=O)OCC(=O)NCc2ccco2)oc2ccccc12` is listed with -6	6	-3	-3	12	0	-17	3
`CCCCOC(=O)Cn1c(=O)n(CC(=O)OCCCC)c2cc(C)ccc21` is listed with -3	17	8	-13	12	13	-10	1

More compounds follow:
SMILES	SENP8 block-1	SENP8 block-2	HKDC1 inhibitor	PfGluPho inh	SENP7 inh	Apaf-1 inh	SENP6 block	SENP1 inh
Cc1cc(OC(=O)c2cccc([N+](=O)[O-])c2)c(C)cc1CN1CCOCC1	-7	12	-2	-14	-7	10	6	3
Cc1ccc(S(=O)(=O)Nc2cccc(-n3cnnn3)c2)cc1C	17	11	2	-14	0	12	18	-3
C/C(=C/c1ccccc1)C(=O)N1CC(C)OC(C)C1 (stereo unspecified)	-12	3	-10	-14	-1	7	-23	2
CCOc1ccc(-c2csc(NC(=O)CSCC(=O)O)n2)c2ccccc12	1	-112	12	-22	2	18	-11	-121
CC(C)C(=O)Nc1ccc(C(=O)NNC(=S)NC(=O)c2ccco2)cc1	0	8	1	-20	5	-16	-7	1
CCc1n[nH]c(=O)c2cc3cc(OC)ccc3n12	-4	-118	2	5	1	6	16	4
O=C(CSc1ccccc1F)NCC(c1cccs1)N1CCOCC1 (stereo unspecified)	-13	5	4	1	-11	3	4	-1
COc1ccc(Nc2nnc(-c3ccc(N4CCOCC4)c([N+](=O)[O-])c3)c3ccccc23)cc1	·	21	8	-3	·	·	·	1
COC(=O)CCC(NS(=O)(=O)OCC(Cl)(Cl)Cl)c1ccccc1 (stereo unspecified)	10	5	-4	14	-4	8	-11	1
COc1ccccc1C(=O)NCC(=O)OCC(=O)N1CC(C)OC(C)C1 (stereo unspecified)	2	4	-7	-12	5	-6	1	1
COc1ccc(CCN(C)C2CCCN(C(=O)c3sccc3C)C2)cc1OC (stereo unspecified)	2	-4	-3	7	-6	-14	-4	-2
CCC(=O)N1c2ccc(S(=O)(=O)CCC(=O)Nc3nccs3)cc2CC1C (stereo unspecified)	-10	8	-3	-18	-9	4	-6	1
O=C1CSC(c2cccc([N+](=O)[O-])c2)N1CCN1CCCCC1 (stereo unspecified)	-7	9	-7	-12	5	-18	3	-1
COCCOC(=O)c1[nH]c2c(c1C)C(=O)CC(c1ccc(OC)cc1)C2 (stereo unspecified)	3	23	-5	-8	10	7	-2	13
C=CCOc1ccc(/C=C/C(=O)OCC(=O)N(C)C2CCS(=O)(=O)C2)cc1 (stereo unspecified)	-10	-2	0	5	-4	-11	-6	0
Cc1nnc(NC(=O)c2ccc(S(=O)(=O)N3CCc4ccccc4C3)cc2)o1	-11	-4	-6	-38	-4	2	-5	1
C/C(=N\NC(=O)c1cccc(F)c1)c1ccc(NC(=O)Cc2ccccc2)cc1	-7	4	0	8	-11	-5	-10	1
CC(=O)c1cc(C#N)c(SCC(=O)C(C)(C)C)nc1C	0	-10	3	-15	11	11	-22	-7
C=C(C)C1CC=C(CN2CCC(C(=O)OCC)CC2)CC1 (stereo unspecified)	-5	-5	4	-10	-6	1	-14	-1
O=C(OCC(=O)N1CCN(c2ccccc2)CC1)c1ccc2ncsc2c1	-8	-16	7	9	-6	7	-11	-8
Cc1cc(Br)ccc1NC(=O)CN(C)C(=O)CNC(=O)Cc1ccccc1	-9	19	-8	-2	-1	-6	2	-1
CC(=O)Nc1ccc(S(=O)(=O)N(C)CC(=O)N/N=C/c2cccc(O)c2)cc1	-5	0	-3	-11	-2	13	-7	2
COc1ccccc1N1CCN(/N=C\C(Br)=C\c2ccccc2)CC1	-5	10	-1	16	7	7	-13	1
CCOc1ccc(-c2cc(CCCC(=O)NCc3ccco3)no2)cc1	-8	15	-4	1	1	-10	-2	1
CCC(C)(C)NC(=O)C(c1ccc(OC)cc1)N(C(=O)CCC(=O)Nc1cc(C)on1)c1ccc(OC)cc1OC (stereo unspecified)	4	5	-5	16	3	13	7	4
O=C(Cn1nc(-c2ccc(Cl)cc2)ccc1=O)NCCN1CCOCC1	1	2	-4	-6	0	2	-1	2
CC(C)CN(C(=O)CCC(=O)OC(C)C(=O)Nc1cccc(C#N)c1)c1c(N)n(CC(C)C)c(=O)[nH]c1=O (stereo unspecified)	-6	14	-2	-7	15	4	-12	-2
COc1ccc(-c2cc(C(=O)Nc3ccc(C)c(C)c3)no2)cc1	0	2	-2	2	6	1	-3	1
O=C(NCCc1ccc(Cl)cc1)C1CCN(C(=O)c2ccc(F)cc2)CC1	1	11	-5	-18	-7	7	-24	-3
COc1ccccc1NC(=O)NNC(=O)COc1ccc2ccccc2c1	-5	22	4	4	6	13	3	-1
O=C1[C@@H](Oc2ccccc2)[C@@H](c2ccccc2)N1c1ccccc1	·	10	-8	11	9	10	·	0
Cc1cccc(C)c1OCCN1CCOCC1	-2	9	1	-9	-4	-6	3	0
CN(C)c1nc(Nn2cnnc2)nc(N(C)C)n1	-9	19	-7	6	1	-17	14	1
CCOC(=O)c1c(/N=C/c2ccc(OC)cc2O)sc2c1CCN(C)C2	3	-6	7	35	2	-13	7	-33
COc1ccccc1NC(=O)[C@@H]1CCCN1S(=O)(=O)c1ccc(Cl)cc1	-8	12	0	5	-1	-5	0	-2
COC(=O)c1ccc(NC(=O)c2ccccc2SC)cc1	9	5	-6	20	20	-7	-4	1
Cc1cc(C)cc(C(=O)Nc2ccc(N3CCN(S(C)(=O)=O)CC3)cc2)c1	-5	2	-13	1	1	-7	-20	-1
CCSC1=C(C#N)C2(CCCCC2)C(C#N)C(=O)N1 (stereo unspecified)	7	-40	-1	4	10	0	-5	1
COc1cc(OC)cc(C(=O)NCC(=O)N2CCN(c3ccc(O)cc3)CC2)c1	-3	16	2	60*	-12	6	-22	3
CCn1c(CC(=O)Nc2ccccc2OC)nnc1SCC(=O)Nc1ccccc1F	-6	-1	3	-4	-5	3	-15	-1
OC(COC1CCCCC1)CN1CCCCC1 (stereo unspecified)	-4	4	-2	-3	4	3	16	2
Cc1csc(NC(=O)C2CCCCC2C(=O)O)n1 (stereo unspecified)	0	27	-5	5	-1	0	-8	-1
O=C(Nc1ccc(Cl)cn1)c1ccc(-c2ccc(Cl)c(Cl)c2)o1	-1	-201	7	-13	-1	8	-6	3
COc1ccc(C(=O)Nc2cc(Cl)ccc2Cl)c(OC)n1	5	-2	-6	-12	-3	-8	12	0
O=C(COc1ccc2ccccc2c1Br)Nc1ncn[nH]1	-17	15	-6	1	19	-6	-15	-1
CCOc1ccc(C(=O)C(C)OC(=O)Cn2c(C)csc2=O)cc1 (stereo unspecified)	-2	8	-2	-8	-1	-3	-4	1

Assay outcomes as filed in PubChem.
